AMPAR-TARP mod: modulates AMPAR-stargazin complexes; HEK293 GluA2+stargazin, membrane potential dye (FDSS), glutamate EC50; hits were called plate by plate, in both directions; calls only at 30 µM; 40,000 tested, 3.5% active;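 active = any of four per-well response measures lying three or more SD from its plate-wide compound average, in either direction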
Target sequence (O88602 whole entry, looked up): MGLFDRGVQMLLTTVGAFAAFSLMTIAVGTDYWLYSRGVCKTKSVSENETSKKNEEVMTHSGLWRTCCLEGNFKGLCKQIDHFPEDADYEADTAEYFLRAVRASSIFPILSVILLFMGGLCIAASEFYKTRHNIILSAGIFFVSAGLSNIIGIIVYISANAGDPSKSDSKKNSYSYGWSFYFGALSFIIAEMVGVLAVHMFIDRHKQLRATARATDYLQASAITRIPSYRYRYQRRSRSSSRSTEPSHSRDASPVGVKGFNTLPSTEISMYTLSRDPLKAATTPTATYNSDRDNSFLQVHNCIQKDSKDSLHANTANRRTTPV
Target sequence (P19491 whole entry, looked up): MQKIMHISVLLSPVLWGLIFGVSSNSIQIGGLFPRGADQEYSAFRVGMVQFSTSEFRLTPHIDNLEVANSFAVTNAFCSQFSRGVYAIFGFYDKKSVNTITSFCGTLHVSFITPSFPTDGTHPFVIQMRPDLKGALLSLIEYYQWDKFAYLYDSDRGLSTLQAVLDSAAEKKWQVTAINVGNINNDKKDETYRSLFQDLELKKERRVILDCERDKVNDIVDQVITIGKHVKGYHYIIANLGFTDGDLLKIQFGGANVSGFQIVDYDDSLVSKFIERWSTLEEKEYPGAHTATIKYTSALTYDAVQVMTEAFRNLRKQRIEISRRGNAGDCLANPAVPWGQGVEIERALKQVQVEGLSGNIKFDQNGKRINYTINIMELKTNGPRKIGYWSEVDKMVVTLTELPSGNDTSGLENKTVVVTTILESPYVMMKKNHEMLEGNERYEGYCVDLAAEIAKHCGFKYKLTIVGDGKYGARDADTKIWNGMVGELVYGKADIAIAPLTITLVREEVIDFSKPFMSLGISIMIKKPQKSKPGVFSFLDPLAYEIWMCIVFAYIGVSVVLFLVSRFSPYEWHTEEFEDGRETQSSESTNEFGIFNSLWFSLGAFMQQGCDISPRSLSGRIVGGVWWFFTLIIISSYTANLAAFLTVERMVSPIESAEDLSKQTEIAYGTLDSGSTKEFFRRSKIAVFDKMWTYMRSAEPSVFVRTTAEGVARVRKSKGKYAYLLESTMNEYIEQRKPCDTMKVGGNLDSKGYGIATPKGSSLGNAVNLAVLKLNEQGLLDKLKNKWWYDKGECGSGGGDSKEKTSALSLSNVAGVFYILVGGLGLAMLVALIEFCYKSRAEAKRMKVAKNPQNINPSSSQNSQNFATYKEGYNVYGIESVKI
AMPAR-TARP mod agonism max-min: recorded beside AMPAR-TARP mod, whose call it bears; compound max-min signal; compound-alone response (agonism);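 unitless range of fluorescence divided by baseline over first 100 seconds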
AMPAR-TARP mod glutamate slope: also measured in AMPAR-TARP mod; calls as there; glutamate slope, % of max; measured here: glutamate response slope, % max;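 scaled per plate between vehicle wells and maximal 1 mM glutamate control wells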
* marks the source's active call; other numbers are inactive results; i = inactive; + = active, no number.

SMILES | AMPAR-TARP mod | AMPAR-TARP mod agonism max-min | AMPAR-TARP mod glutamate slope
CS(=O)(=O)c1ccc(NC(=O)C2CN(C(=O)c3cccs3)C2)cc1 | i | 0.0757 | 57.7
O=C(Nc1cccc(N2CCCCC2=O)c1)c1ccccc1[N+](=O)[O-] | i | 0.103 | 55.2
COc1ccccc1C1(CNC(=O)NCc2ccc(F)cc2)CCOCC1 | i | 0.0791 | 66.4
COc1ccc2cc(CNc3ccc(C)cc3)c(=O)n(CC(=O)Nc3cc(Cl)ccc3C)c2c1 | i | 0.0982 | 56.4
Cc1ccc(Nc2cc(C)nc3c4c(C)cc(C)nc4nn23)cc1 | i | 0.182 | 56.6
CCOC(=O)c1ccc(NC(=O)Cn2cc(OC)c(=O)cc2CSc2ccccc2)cc1 | i | 0.102 | 68.4
Cc1cccc(-c2nc3c4cnn(-c5ccc(C)c(C)c5)c4ncn3n2)c1 | i | 0.112 | 60.8
Cc1ccc(-n2nc3c(c2-n2cccc2)CN(C(=O)CSCc2ccccc2)C3)cc1 | i | 0.0526 | 68.3
CCOc1ccc(OCCNC(=O)c2ccc(OC)cc2)cc1 | i | 0.0975 | 58.7
COc1ccc(S(=O)(=O)N2CCN(C(=O)c3cnn4ccccc34)CC2)cc1C | i | 0.103 | 66.3
Cc1ccc2c(CC(=O)Nc3ccc(F)c(Cl)c3)cc(=O)oc2c1 | i | 0.0797 | 41.2
O=C(NCC1CCN(c2ncccn2)CC1)C1COc2ccccc2O1 (centres undefined) | i | 0.0896 | 65.1
O=C(NCCOc1cccc(C(F)(F)F)c1)c1ccc([N+](=O)[O-])cc1 | + | 0.184* | 46.5*
C=CCN1CC(c2nc3ccccc3n2Cc2c(Cl)cccc2Cl)CC1=O (centres undefined) | + | 0.197* | 42.0*
COc1ccc(C=NCCC2(c3ccc(OC)cc3)CCOC(C)(C)C2)cc1 (centres undefined) | i | 0.0736 | 37.6
O=C(Cc1cc(-c2ccc(Cl)cc2)on1)NCc1ccco1 | i | 0.0782 | 32.0
COc1cc(OC)cc(C(=O)Nc2ccc(S(=O)(=O)N3CCN(c4cnccn4)CC3)cc2)c1 | i | 0.144 | 58.3
Cc1cc(C(=O)Nc2ccc3c(c2)OCC(C)(C)C(=O)N3C)c(C)o1 | i | 0.114 | 57.9
Cc1cccc(N(C(=O)C(C)C)C2C=CS(=O)(=O)C2)c1 (centres undefined) | i | 0.0943 | 58.6
CC1CN(c2ccccc2)c2nc3c(c(=O)n(CC(N)=O)c(=O)n3C)n2C1 (centres undefined) | i | 0.0716 | 35.3
CCN(CC)c1ccc(N2C(=O)/C(=C/c3ccc4c(c3)OCO4)SC2=S)cc1 | i | 0.0612 | 25.1
Cc1cc(C(=O)NCCn2ncc3c(N4CCN(Cc5ccccc5)CC4)ncnc32)no1 | i | 0.127 | 71.0
O=C(NC1(c2nc(-c3cnccn3)no2)CCCCC1)c1cnccn1 | i | 0.0777 | 35.3
Cc1c(Cl)cccc1NC(=O)C(=O)NCC1COC2(CCCC2)O1 (centres undefined) | i | 0.0525 | 46.1
COc1cc(NC(=O)CC(C)C)ccc1N1CCCCC1=O | i | 0.059 | 39.8
COc1ccc(CNC(=O)C(=O)NCC(c2cccc3ccccc23)N2CCOCC2)cc1 (centres undefined) | i | 0.113 | 69.0
CN1CCN(CC(O)COCCOc2ccc(Cl)cc2)CC1 (centres undefined) | i | 0.0835 | 56.3
COc1cccc(C(=O)Nc2ccc3nc(-c4ccc(C)cc4)cc(N4CCOCC4)c3c2)c1 | i | 0.0254 | 48.2
COCCNC(=O)C(=O)Nc1cccc(SC)c1 | i | 0.1 | 63.0
COC(=O)c1ccc(C(=O)NCCN2CCN(C(=O)OC(C)(C)C)CC2)cc1 | i | 0.0921 | 63.0
COc1ccc(OC)c(Nc2nc(CC(=O)NCCC3=CCCCC3)cs2)c1 | i | 0.14 | 81.9
CCNC(=O)C(=O)NCCc1ccc2c(c1)CCCN2CC | i | 0.0859 | -4.4
CC(=O)c1cccc(NC(=O)CSc2nc(=O)n(CC3CCCO3)c3c2CCCC3)c1 (centres undefined) | i | 0.0958 | 58.8
Cc1ccc(C)c(Cn2cc(C(=O)Nc3cc([N+](=O)[O-])ccc3C)ccc2=O)c1 | i | 0.0642 | 59.8
Cc1noc(C)c1S(=O)(=O)NCC(O)(c1ccccc1)C(F)(F)F (centres undefined) | i | 0.168 | 44.5
O=S(=O)(NCCOc1ccc(-c2ccco2)nn1)c1ccc2c(c1)OCCO2 | i | 0.0278 | 63.8
CCOCCCNC(=O)c1c(N)n(-c2ccc(C(=O)OC)cc2)c2nc3ccccc3nc12 | i | 0.144 | 61.5
NC(=O)c1c(NC(=O)CCCS(=O)(=O)c2ccc(F)cc2)sc2c1CCCCC2 | i | 0.0794 | 66.6
COc1ccc(C(=O)N2CCC3(CC2)NC(=O)N(Cc2ccc(C)cc2)C3=O)cc1OC | i | 0.0474 | 29.0
Cc1nc(NC(=O)c2ccc3c(c2)CCCC3)sc1C | i | 0.129 | 50.6

Quoted at random: two compounds from above.
SMILES | AMPAR-TARP mod | AMPAR-TARP mod agonism max-min | AMPAR-TARP mod glutamate slope
Cc1nc(NC(=O)c2ccc3c(c2)CCCC3)sc1C | i | 0.129 | 50.6
CC(=O)c1cccc(NC(=O)CSc2nc(=O)n(CC3CCCO3)c3c2CCCC3)c1 (centres undefined) | i | 0.0958 | 58.8

(further entries)
SMILES | AMPAR-TARP mod | AMPAR-TARP mod agonism max-min | AMPAR-TARP mod glutamate slope
Cn1cnnc1SCCNC(=O)c1ccc2c(c1)ncn2-c1ccccc1 | i | 0.0898 | 70.2
COc1ccc(-c2ccc(=O)n(CC(=O)NCc3ccco3)n2)cc1 | i | 0.0431 | 47.6
CC(C)c1ccc(NC(=O)Cn2nc(-c3ccc(Cl)cc3)ccc2=O)cc1 | i | 0.0425 | 50.5
CC(=O)Cn1c(=O)c2c(nc3n(C4CCCC4)c(C)c(C)n23)n(C)c1=O | i | 0.0773 | 46.3
COc1ccc(S(=O)(=O)NCc2ccccc2)cc1N(C)S(C)(=O)=O | i | 0.103 | 65.0
COc1ccc(S(=O)(=O)NCC(c2ccc(F)cc2)N2CCN(C)CC2)cc1 (centres undefined) | i | 0.0469 | 56.9
COc1ccc(-c2noc(-c3c(SC)nn(CC(=O)Nc4cccc(Cl)c4)c3N)n2)cc1 | i | 0.156 | 63.7
COCCn1nnn(-c2ccc(NC(=O)C3(c4cccs4)CCCC3)cc2)c1=O | i | 0.149 | 52.7
O=C(CCN1C(=O)c2ccccc2S1(=O)=O)Nc1ccccc1C(F)(F)F | i | 0.0471 | 54.6
COc1cc(C(=O)Nc2ccccc2S(C)(=O)=O)cc(OC)c1OC | i | 0.111 | 52.5
Cc1ccc2nc3c(cc(C(=O)NCCCN4CCCC4=O)n3C)c(=O)n2c1 | i | 0.151 | 56.9
CC(C)c1ccc(OCC(=O)NCC2CCCO2)cc1 (centres undefined) | i | 0.0714 | 75.9
CCOc1ccccc1C(=O)N1c2ccccc2CC1C(=O)NC (centres undefined) | i | 0.0673 | 55.0
Cc1nc(N)sc1-c1nnc(SCC(=O)Nc2nccs2)n1C | i | 0.0734 | 63.3
COc1ccc(NC(=O)c2ccccc2)cc1N1CCCCC1=O | i | 0.0454 | 44.1
Cc1c(C(=O)N2CCN(C(=O)c3ccco3)CC2)c(C(F)(F)F)nn1C | i | 0.109 | 61.3
COc1ccc(C(=O)NCC(c2cccn2C)N(C)C)cc1OC (centres undefined) | i | 0.0858 | 59.8
COCCNC(=O)CCCn1c(=S)[nH]c2ccc(Br)cc2c1=O | i | 0.13 | 75.9
COc1cc([N+](=O)[O-])cc2cc(C(=O)NC(C)c3ccccc3)c(=O)oc12 (centres undefined) | i | 0.105 | 67.2
Cn1c(C(F)(F)F)nn(CCNC(=O)c2ccc3ncsc3c2)c1=O | i | 0.118 | 63.3

5 entries from above, arranged by SMILES length, lowest first.
SMILES | AMPAR-TARP mod | AMPAR-TARP mod agonism max-min | AMPAR-TARP mod glutamate slope
CN1CCN(CC(O)COCCOc2ccc(Cl)cc2)CC1 (centres undefined) | i | 0.0835 | 56.3
COc1cc(NC(=O)CC(C)C)ccc1N1CCCCC1=O | i | 0.059 | 39.8
Cn1c(C(F)(F)F)nn(CCNC(=O)c2ccc3ncsc3c2)c1=O | i | 0.118 | 63.3
CC1CN(c2ccccc2)c2nc3c(c(=O)n(CC(N)=O)c(=O)n3C)n2C1 (centres undefined) | i | 0.0716 | 35.3
COc1ccc(C(=O)N2CCC3(CC2)NC(=O)N(Cc2ccc(C)cc2)C3=O)cc1OC | i | 0.0474 | 29.0

Additional entries:
SMILES | AMPAR-TARP mod | AMPAR-TARP mod agonism max-min | AMPAR-TARP mod glutamate slope
CCS(=O)(=O)N1CCC(CN2CCN(C)CC2C)CC1 (centres undefined) | i | 0.0784 | 53.5
Cc1nnsc1C(=O)NCCN1CCN(S(C)(=O)=O)CC1 | i | 0.0969 | 63.8
COc1ccc(Cl)cc1NC(=O)CC(C)n1cncn1 (centres undefined) | i | 0.0952 | 60.7
CCOc1cc(C(=O)Nc2ccc(N3CCCC3=O)c(C)c2)cc(OCC)c1OCC | i | 0.0841 | 49.7
Cc1ccc(NC(=O)Cn2cnc3nc(N4CCOCC4)ncc3c2=O)cc1 | i | 0.0895 | 64.9
Cc1ccc(N2CCn3c2nn(CC(=O)N2CCCc4ccccc42)c(=O)c3=O)cc1 | i | 0.0559 | 41.9
COCCn1c(C(=O)NC2CCS(=O)(=O)C2)cc2c(=O)n(C)c(=O)n(C)c21 (centres undefined) | i | 0.146 | 63.3
CN1CCN(C(CNC(=O)COc2ccccc2F)c2ccsc2)CC1 (centres undefined) | i | 0.0359 | 52.2
COc1ccc(NC(=O)CCc2csc(NC(=O)c3ccco3)n2)cc1Cl | i | 0.107 | 64.0
O=C(NCCN1CCOCC1)C(=O)Nc1ccc(F)c(Cl)c1 | i | 0.0514 | 49.0
O=C(NCCn1ncc2c(N3CCN(c4ccccc4)CC3)ncnc21)c1cnccn1 | i | 0.0733 | 69.1
O=C(OCC12CC3CC(CC(C3)C1)C2)c1ccccc1 | i | 0.0446 | 41.9
CN1CCc2c(sc(NC(=O)CCCSc3ccccc3)c2-c2nc3ccccc3s2)C1 | i | 0.0689 | 41.6
Cc1[nH]c(=O)[nH]c(=O)c1CC(=O)Nc1nc2c(C)cccc2s1 | i | 0.118 | 78.9
CC1CN(CC(O)COc2ccc(-c3ccccc3)cc2)CC(C)O1 (centres undefined) | i | 0.0877 | 66.8
CCOc1ccc(/C(O)=C2\C(=O)C(=O)N(c3cc(C)on3)C2c2ccccc2)cc1 (centres undefined) | i | 0.101 | 53.9
COc1ccc(C(=O)Nc2sc3c(c2-c2nc4ccccc4s2)CCN(C)C3)cc1 | i | 0.14 | 64.5
O=C(Nc1ccc(F)cc1F)c1ccc(=O)n(Cc2cccc([N+](=O)[O-])c2)c1 | i | 0.0638 | 63.8
COc1ccc(Cl)cc1S(=O)(=O)NCC1CCN(Cc2ccccc2)CC1 | i | 0.0573 | 56.1
O=C(CSc1nc(=O)n(CCCO)c2c1CCC2)Nc1ccc(F)c([N+](=O)[O-])c1 | i | 0.0842 | 50.7

A section taken from the entries so far, for reference:
SMILES | AMPAR-TARP mod | AMPAR-TARP mod agonism max-min | AMPAR-TARP mod glutamate slope
COc1ccc(Cl)cc1S(=O)(=O)NCC1CCN(Cc2ccccc2)CC1 | i | 0.0573 | 56.1
O=C(CSc1nc(=O)n(CCCO)c2c1CCC2)Nc1ccc(F)c([N+](=O)[O-])c1 | i | 0.0842 | 50.7

(listing goes on)
SMILES | AMPAR-TARP mod | AMPAR-TARP mod agonism max-min | AMPAR-TARP mod glutamate slope
COc1ccc(OCC(=O)NCCOc2cccc(C(F)(F)F)c2)cc1 | i | 0.139 | 57.4
COc1ccc(C)cc1S(=O)(=O)NCC1CCN(C(C)C)CC1 | i | 0.0517 | 23.1
CCc1nnc2ccc(N3CCN(S(=O)(=O)c4ccc(F)c(Cl)c4)CC3)nn12 | i | 0.0859 | 42.9
CCN1CCc2c(sc(NC(=O)CSc3ccc(F)cc3)c2-c2nc3ccccc3s2)C1 | i | 0.0638 | 32.2
COc1cccc2sc(NC(=O)c3ccc(S(=O)(=O)N(C)Cc4ccco4)cc3)nc12 | i | 0.0494 | 52.0
CC(=O)N1CC(C(=O)Nc2ccon2)C1 | i | 0.124 | 54.7
O=S(=O)(c1ccc2c(c1)CCCC2)N1CCN(Cc2nnnn2-c2ccc(F)cc2)CC1 | i | 0.1 | 69.2
CS(=O)(=O)c1ccc(Nc2nc(CC(=O)Nc3ccc4c(c3)OCCO4)cs2)cc1 | i | 0.115 | 54.3
CCOCCn1c(=O)c2c(nc3n2CCCN3c2ccc(Br)cc2)n(C)c1=O | i | 0.127 | 67.4
CC(C)NC(=O)C1COc2ccccc2O1 (centres undefined) | i | 0.107 | 57.1
COc1cccc(OCC(=O)N2CCN(c3ncnc4c3nnn4-c3ccccc3)CC2)c1 | i | 0.0217 | 45.2
O=S(=O)(NCC1CCN(c2ccccn2)CC1)c1ccc2c(c1)CCCC2 | i | 0.0776 | 60.7
COc1cn(-c2ccc(F)cc2)nc1C(=O)Nc1cccc(C)c1C | i | 0.0951 | 61.5
COc1cccc(-n2nnc3c(N4CCN(C(=O)COc5ccc(Cl)cc5)CC4)ncnc32)c1 | i | 0.0283 | 56.8
CCOC(=O)CCn1c(=O)c2c(nc3n(-c4ccc(OC)cc4)c(C)cn23)n(C)c1=O | i | 0.0865 | 42.4

A portion of the library, so the mix of outcomes need not match the whole.
